Growth percent in the NCI-60 one-dose screen (48 h, 10 µM unless noted): 100 = growth as untreated, 0 = no growth, -100 = all killed.
HCT-15 – HCT-15 colon cancer; AID 1794746; 82,000 tested, 5.2% active
HCT-116 – HCT-116 colon cancer. 82,000 tested, 7.3% active
SW-620 – SW-620 colon cancer; 82,000 tested, 5.2% active
NCI-H460 – NCI-H460 lung cancer; 82,000 tested, 6.8% active
NCI-H226 – NCI-H226 lung cancer; 79,000 tested, 3.5% active
KM12 – KM12 colon cancer cells; 82,000 tested, 5% active; AID 1794800
NCI-H322M – NCI-H322M lung cancer. 80,000 tested, 2.7% active. AID 1794733
HT29 – HT29 colon cancer; 81,000 tested, 7.4% active; AID 1794748
COLO 205 – COLO 205 colon cancer; 79,000 tested, 7.3% active; AID 1794742
Starred values were filed as active, the others as inactive; x = not tested or not shown; & = joins results of further samples; [ ] = dose if it differs, or a comment. How the source made its calls: active means growth percent below 10; inactive means the rest.

canonical_smiles	NCI-H226	NCI-H460	KM12	NCI-H322M	HCT-116	HT29	SW-620	COLO 205	HCT-15
COc1c(C2CC(=O)Nc3c2cnn3Cc2ccco2)cc2c(c1OC)OCO2 (stereo not drawn)	45	2.9*	17	55	13	11	23	-49*	19
CCCC1c2ccc(O)cc2Oc2nc(N)c(C#N)c(N)c21 (stereo not drawn)	103	108	111	95	95	105	116	122	99
Cc1c(C)c(N2C(=O)C=CC2=O)c(C)c(C)c1N1C(=O)C=CC1=O	108	115	119	112	83	110	82	79	117
O=C(Nc1nc2cnc(N3CCOCC3)cc2s1)c1ccccc1	102	105	90	105	88	85	103	107	102
CCC(=O)Nc1cc(Nc2cc(NC3CC3)n3ncc(C#N)c3n2)ccc1C	26	16	33	19	19	26	17	30	13
C=C(Br)C(=O)OC	107	109	103	99	93	93	109	101	102
COC(=O)c1ccc(C)cc1	106	106	108	113	101	99	101	106	105
CC(=O)OCCCCBr	96	112	112	103	109	104	110	116	93

Copied from the entries so far (4 entries):
canonical_smiles	NCI-H226	NCI-H460	KM12	NCI-H322M	HCT-116	HT29	SW-620	COLO 205	HCT-15
CCC(=O)Nc1cc(Nc2cc(NC3CC3)n3ncc(C#N)c3n2)ccc1C	26	16	33	19	19	26	17	30	13
C=C(Br)C(=O)OC	107	109	103	99	93	93	109	101	102
COC(=O)c1ccc(C)cc1	106	106	108	113	101	99	101	106	105
CC(=O)OCCCCBr	96	112	112	103	109	104	110	116	93

Next section.
canonical_smiles	NCI-H226	NCI-H460	KM12	NCI-H322M	HCT-116	HT29	SW-620	COLO 205	HCT-15
CCCNC(=O)c1c(C)[nH]c(-c2nc3ccccc3[nH]2)c1C	95	95	107	106	107	100	99	x	103
CN(C)c1ccc(N=Nc2ccc(C(=O)O)cc2)cc1	113&104	106&103	110&96	105	109&107	91&106	83&96	115&109	103&98
CC1C(=O)C(C)C(c2ccc(Cl)cc2)NC1c1ccncc1 (stereo not drawn)	95	104	108	114	75	76	111	x	83
Cc1sc2nc(NCCc3c[nH]c4ccc(Cl)cc34)[nH]c(=O)c2c1C	71	19	1.9*	61	25	20	9.1*	22	8.0*
COc1cc(C2=N/C(=C\c3cc4ccc(OCc5ccccc5)cc4nc3OC)C(=O)N2)cc(OC)c1OC	84	103	94	106	64	88	76	102	87
COc1ccc(CNNC(=O)c2ccncc2)c(OC)c1OC	102	107	105	103	104	101	106	127	107
NC1=C(O)C(=O)C(c2c(Cl)cccc2Cl)O1 (stereo not drawn)	51	98	97	87	91	103	93	109	91
O=C1OC(=O)C2C1OC1C(=O)OC(=O)C12 (stereo not drawn)	110	107	105	114	104	97	111	105	104

Continuation:
canonical_smiles	NCI-H226	NCI-H460	KM12	NCI-H322M	HCT-116	HT29	SW-620	COLO 205	HCT-15
CSC(=Nc1ccccc1)Nc1ccccc1	105	105	98	107	102	93	107	103	103
C#Cc1cccc(NC(=O)Nc2cccc(NC(=O)CCl)c2)c1	-12*[8.25 µM]	-32*[8.25 µM]	33[8.25 µM]	89[8.25 µM]	2.2*[8.25 µM]	18[8.25 µM]	-42*[8.25 µM]	-51*[8.25 µM]	-57*[8.25 µM]
CN1CCN(C(=O)[C@]2(C)CC[C@]3(C)CC[C@]4(C)C(=C3C2)C=C[C@@H]2[C@@]3(C)CCCNC(C)(C)[C@@H]3CC[C@]24C)CC1	98	108	99	95	98	100	103	98	98
CC(C)/C=C/CC[C@](C)(O)[C@H]1CC[C@]2(C)[C@@H]1CC[C@@H]1[C@@]3(C)C/C(=C/c4cccnc4)C(=O)C(C)(C)[C@@H]3CC[C@]12C	89	97	97	103	72	75	95	110	85
CC(=O)NC1=CN2CC=CCC2CC1=O (stereo not drawn)	109	107	103	107	86	92	104	96	97
CCc1c(CC)c(CC)c(CC)c(CC)c1CC	109	109	99	116	99	113	104	105	85
COC(=O)CC1Oc2ccc(F)cc2-c2nc(C)ncc21 (stereo not drawn)	96	105	103	103	99	102	98	115	95
COc1ccc2nccnc2c1	100	111	107	103	91	99	104	112	101

Continued:
canonical_smiles	NCI-H226	NCI-H460	KM12	NCI-H322M	HCT-116	HT29	SW-620	COLO 205	HCT-15
COc1ccc(-c2nn(-c3ccccc3)cc2C2SCC(=O)N2c2ccccc2)cc1OC (stereo not drawn)	91	111	105	99	98	108	119	115	98
COc1ccc(C2(O)N=C3N=CC=C4c5ccccc5N=C2N43)cc1 (stereo not drawn)	92	97	79	90	86	114	103	99	69
N#CC1=C(N)OC2=C(C(=O)CCC2)C1c1cccs1 (stereo not drawn)	98	112	104	114	108	107	110	104	100
N#CSC1=C(SC#N)C(=O)c2ccccc2C1=O	111	97	97	104	81	109	112	126	86
COc1cc2c(cc1O)C(CSC)Cc1cc3c(cc1N(C)CC2)OCO3 (stereo not drawn)	89	103	79	105	96	108	87	108	80
NC(=O)c1ccc2c(c1)OCO2	99	109	103	107	101	103	98	113	102
COc1cccc(/C=C/C(=O)c2ccccc2)c1	96	101	86	87	39	92	71	114	71
CC(=O)c1cc(C(=O)c2ccc(Br)cc2)n2cccc(C#N)c12	103	110	105	106	102	110	111	120	106

Additional compounds:
canonical_smiles	NCI-H226	NCI-H460	KM12	NCI-H322M	HCT-116	HT29	SW-620	COLO 205	HCT-15
CCOC(=O)C#Cc1c(CC(=O)OCC)nnn1[C@H]1O[C@@H](CO)[C@@H]2OC(C)(C)O[C@@H]21	94	104	103	94	65	29	-19*	-40*	-13*
CCOC(=O)C1=C(C)NC(=O)NC1c1ccc(OC)cc1 (stereo not drawn)	94	100	103	104	104	106	99	102	95
Cc1ccc(C(C)(C)C(CC(=O)O)C(=O)O)cc1 (stereo not drawn)	101	104&101	100&105	102&104	88&101	101	101&102	100&98	98&110
CCn1cc(Cc2cc(C(=O)Nc3cc4cc(OC)c(OC)cc4c(C)n3)ccc2Cl)cn1	31	76	38	102	10	2.6*	38	46	19
Cc1ccc(NC(=O)Cn2cc(CSc3nnc4oc5ccccc5n34)nn2)cc1	68	117	93	90	98	111	106	107	83
O=C(CN1CCOCC1)Nc1ccc2oc(=O)ccc2c1	101	102	101	99	102	108	104	120	104
COc1cc2cc(Oc3ccc(NC(=O)c4cc(C(F)(F)F)cc(C(F)(F)F)c4)cc3)c(C)nc2cc1OCCN1CCOCC1	70	62	73	98	12	64	97	67	47
N#Cc1c(NC(=O)c2ccc([N+](=O)[O-])s2)[n+]([O-])c2ccc(F)cc2[n+]1[O-]	107	158	122	136	94	103	106	101	103

Additional compounds:
canonical_smiles	NCI-H226	NCI-H460	KM12	NCI-H322M	HCT-116	HT29	SW-620	COLO 205	HCT-15
CC(C)CC(C)NCC(C)O (stereo not drawn)	104	104	104	103	96	109	102	110	108
COC(=O)c1ccc2c(c1)CN(Cc1ccccc1)CO2	95	113	111	102	106	116	105	118	100
COc1ccc(-c2cc(=O)c3c(ccc4ccccc43)o2)cc1	74	90	103	79	86	93	95	94	80
O=C(O)c1ccc2c(c1N=Nc1c(O)[nH]c(=S)[nH]c1=O)C(=O)c1ccccc1C2=O	95	108	110	x	93	102	110	107	103
CCOc1nc(-c2ccco2)n2nc(-c3ccco3)cc2n1	92	102	92	116	108	100	107	131	99
CC1(C)N=C(N)N=C(N)N1c1cc(Cl)ccc1Cl	94	32	94	119	37	25	42	88	13
COc1cccc(NC(=O)c2ccc(NC(=O)CCl)s2)c1	61	12	42	101	-27*	-7.5*	3.9*	40	-30*
O=c1[nH]cnc2c1ncn2C1OCC(O)C(O)C1O (stereo not drawn)	x	116	103	104	101	99	111	x	100

New compounds follow:
canonical_smiles	NCI-H226	NCI-H460	KM12	NCI-H322M	HCT-116	HT29	SW-620	COLO 205	HCT-15
CCOC(=O)c1cn2c3c(cc(C)cc3c1=O)C(=O)/C(=C/c1ccc(F)cc1)C2	85	101	121	95	106	98	98	111	115
COc1cccc(/C=C2\COc3ccc(O)cc3C2=O)c1	105	100	44	106	33	38	18	98	41
C/C(=C(/C)C1CC1CCNS(=O)(=O)c1ccc(C)cc1)c1cccc(OC(F)(F)F)c1 (stereo not drawn)	81	88	87	95	74	90	97	100	82
COc1ccc(NC2=CC(=S)NC(C)(C)C2)cc1	98	107	108	114	98	105	100	109	101
O=C(Nc1ccccc1)Sc1c(Cl)c(Cl)c(Cl)c(Cl)c1Cl	90	103	106	x	87	92	102	97	101
CC/C(=C(/c1ccc(O)cc1)c1ccc(OCCN(C)C(=O)COCCOCCNC(=O)Cc2ccc3c(c2)CN([C@@H]2CCC(=O)NC2=O)C3=O)cc1)c1ccccc1	40	110	50	64	101	83	30	31	105
CC12OC(c3ccccc3)C(C)(C1=O)C(c1ccccc1)=C2c1ccccc1 (stereo not drawn)	70	85	82	88	40	86	63	94	81
COc1ccc(-c2cc(-c3cc(-c4ccc(OC)cc4)on3)no2)cc1	108	114	102	100	100	105	102	107	102

The list goes on:
canonical_smiles	NCI-H226	NCI-H460	KM12	NCI-H322M	HCT-116	HT29	SW-620	COLO 205	HCT-15
CC(=O)c1cc2c(C)nn(-c3ccccc3)c2nc1C	93	100	97	107	91	95	101	101	92
CC(=O)Nc1ccc([N+](=O)[O-])cc1Cl	108	118	105	86	89	94	113	100	100
CC(O[N+](=O)[O-])c1cccc([N+](=O)[O-])c1 (stereo not drawn)	112	106	100	111	101	110	110	102	104
N#C/C(=C/c1ccco1)C(=O)O	96	110	113	121	102	103	106	117	101
CCCCCCCCn1cc(C2=C(c3coc4ccc(OC)cc34)C(=O)N(O)C2=O)c2ccccc21	x	101	97	100	98	97	96	x	102
CC[C@H](CC[C@@H](C)[C@H]1CC[C@H]2[C@@H]3CC=C4C[C@@H](OCCC#N)CC[C@]4(C)[C@H]3CC[C@]12C)C(C)C	96	101	101	101	91	97	103	106	106
COc1ccc(-c2cc(-c3ccc(OC)c(OC)c3)nc(SCCCCCC(=O)NO)n2)cc1	95	62	64	71	15	31	33	37	96
Clc1ccccc1-c1nnc(Cn2c(COc3cccc4ccccc34)nc3ccccc32)o1	84	87	93	51	69	82	93	100	79

Next records
canonical_smiles	NCI-H226	NCI-H460	KM12	NCI-H322M	HCT-116	HT29	SW-620	COLO 205	HCT-15
Cc1cc(N(CCCNc2ccnc3cc(Cl)ccc23)Cc2ccco2)nc(N2CCOCC2)n1	83	65	79	73	44	35	63	57	55
Nc1cc(Br)c(O)c(Br)c1	94	112	106	94	107	108	107	115	100
c1ccc2cc(C[n+]3ccn(CCn4cc[n+](Cc5ccc6ccccc6c5)c4)c3)ccc2c1	83	86	100	86	79	73	102	98	97
CC(=O)c1nn(-c2ccc(S(N)(=O)=O)cc2)c(-c2ccc(C)cc2)c1S(=O)(=O)c1ccccc1	89	102	x	104	95	105	103	115	96
CCCC[C@@H]1N=C(c2ccc(Br)cc2)Nc2nc3ccccn3c2C1=O	85	101	103	97	105	112	98	118	94
O=C(Nc1ccccc1F)C1=NCCCCN1	100	103	108	100	97	104	113	112	100
CN(C)C1C(=O)C(C(=O)NCNC2C(=O)N3C2SC(C)(C)C3C(=O)O)=C(O)C2(O)C(=O)C3=C(O)c4c(O)cccc4C(C)(O)C3CC12 (stereo not drawn)	123	x	102	95	111	96	110	108	107
O=C1NC(=O)c2cc(C(F)(F)F)ccc21	110	107	99	116	98	98	109	118	100

(cont.)
canonical_smiles	NCI-H226	NCI-H460	KM12	NCI-H322M	HCT-116	HT29	SW-620	COLO 205	HCT-15
Cc1nnc(Nc2nc(O)c(C3=c4cc(Cl)ccc4=NC3=O)s2)s1	103	110	95	108	97	122	112	108	96
CC(=O)OCC1CCC(COC(C)=O)CC1 (stereo not drawn)	105	110	99	97	103	69	109	120	95
Cc1cccc(NC(=O)c2sc3nc4c(cc3c2N)C(=O)CCC4)c1	57	6.1*	21	37	29	12	27	3.0*	29
COc1cc(C2C(C(=O)Nc3ccccn3)=C(C)NC(C)=C2C(=O)Nc2ccccn2)cc(CN2CCCCC2)c1O	95	114	102	90	103	99	107	105	101
CC(=O)OC1COC(OC(C)=O)CO1 (stereo not drawn)	96	104	106	x	105	112	101	113	100
O=C(COc1ccccc1)OCCOc1ccccc1	101	108	117	105	104	118	108	142	103
CCCCCCCCCCNCCSS(=O)(=O)O	102	-63*	4.4*	77	53	x	82	116	86
CCOC(=O)c1ccc(Nc2ccnc(SCC(=O)c3ccc(-c4ccccc4)cc3)n2)cc1	97	108	108	90	99	106	109	129	98

(continued)
canonical_smiles	NCI-H226	NCI-H460	KM12	NCI-H322M	HCT-116	HT29	SW-620	COLO 205	HCT-15
COc1ccc(-c2cc(-c3ccccc3)nc(SCCCC(=O)O)n2)cc1OC	96	98	76	103	98	111	101	124	53
COc1cc(OC)c(S(N)(=O)=O)cc1C(=O)/C=C/c1ccc(Cl)cc1	-26*	-11*	1.9*	16	7.8*	6.1*	-40*	-30*	-42*
COc1ccc2c(c1)/C(=C\c1c(-c3ccc(C)cc3)nc3ccccn13)C(=O)N2	95	97	89	85	71	84	97	101	79
CCOC(=O)c1ccc(N2C(=O)C(Cl)(c3ccccc3)C2c2ccco2)cc1 (stereo not drawn)	81	84	83	84	54	79	78	97	67
COc1cccc(CNc2ccc(N3CCOCC3)c(C(=O)O)c2)c1OCc1ccccc1	106	103	99	93	99	96	98	95	68
O=C(O)[C@H](O)[C@@H](O)[C@H](O)[C@H](O)CO	108	109	106	x	103	103	107	108	102
CCCS(=O)(=O)Oc1ccc(NC(=O)C2CCCCC2)cc1	98	105	96	x	96	82	105	108	97
N#C/C(C(=O)Nc1ccc(S(N)(=O)=O)cc1)=C1\C(=O)Nc2ccc(Cl)cc21	x	102	107	105	105	107	104	x	108
CCCCC[n+]1ccc(SCC(=O)N(C)c2ccc(C(F)(F)F)cc2)c2ccccc21	88	96	92	92	77	73	80	100	85
CN1C2CCC1/C(=C\c1ccc(Br)cc1F)C(=O)/C2=C/c1ccc(Br)cc1F	94	88	99	84	76	83	94	93	76

Screening data deposited in PubChem BioAssay by NCI.
